KCNK3 block: human KCNK3 channel inhibition, primary screen; O14649; CHO-KCNK3 thallium flux, FluxOR fluorescence; active compounds read low; B-score at 10 µM; 340,000 tested, 0.84% active;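 active means B-score under library mean minus 4 SD, starting fluorescence ratio at most library mean plus 5 SD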;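 further: more negative B-score means stronger inhibition of thallium flux through KCNK3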
Target sequence (O14649 whole entry, looked up): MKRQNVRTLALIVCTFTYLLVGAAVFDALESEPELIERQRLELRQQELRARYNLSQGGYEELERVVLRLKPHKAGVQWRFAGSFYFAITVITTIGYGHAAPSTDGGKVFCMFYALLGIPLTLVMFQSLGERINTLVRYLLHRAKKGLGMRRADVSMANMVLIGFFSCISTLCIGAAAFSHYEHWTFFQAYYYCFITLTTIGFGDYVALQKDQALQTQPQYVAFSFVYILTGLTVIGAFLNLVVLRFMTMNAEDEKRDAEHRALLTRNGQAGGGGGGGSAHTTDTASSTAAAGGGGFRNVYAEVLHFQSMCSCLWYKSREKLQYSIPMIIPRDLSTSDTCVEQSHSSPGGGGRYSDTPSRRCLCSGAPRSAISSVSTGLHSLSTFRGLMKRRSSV
KCNK9 inh: blocks the human KCNK9 two-pore domain potassium channel. B-score at 10 µM. HEK293 KCNK9, FluxOR thallium flux fluorescence; active compounds read low. 310,000 tested, 1.2% active. Q9NPC2. AID 488922;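 active means ratio B-score over 3 SD below the library mean, with starting fluorescence within 5 SD of its mean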;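 further: negative B-score means less thallium flux so channel inhibition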
DYRK1A inh: inhibitors of rat Dyrk1A kinase | Q63470 | ADP-Glo luminescence, NFATc1 peptide | inhibition, % at 12.5 µM | 310,000 tested, 0.43% active | AID 504441; in the data active means inhibition above about 50%;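 further: plate controls were vehicle with enzyme for no effect and no enzyme for full effect; many of its hits are not listed in these tables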
TRPC4 PAM: allosterically enhances the mouse TRPC4 cation channel; Q9QUQ5; HEK293 TRPC4beta/mu-opioid, DAMGO EC20, Fluo-4 Ca2+ flux; active compounds read high; B-score at 10 µM; 310,000 tested, 0.42% active; AID 2227;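 active means B-score of calcium response area above 5 SD of library B-scores, with initial fluorescence ratio within 5 SD of library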;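 further: B-score of integrated fluorescence ratio over time as area under calcium response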
TRPC4 act: opens the mouse TRPC4 cation channel; Q9QUQ5; HEK293 TRPC4beta/mu-opioid, Fluo4 calcium fluorescence; active compounds read high; B-score at 10 µM; 310,000 tested, 0.49% active; AID 2237;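 active means B-score above 5 SD of library B-scores, and initial fluorescence ratio not above library mean plus 5 SD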;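 further: positive B-score marks a calcium rise read as TRPC4 activation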
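Technique: kinetic Fluo4 calcium fluorescence; Test system: TRPC4beta and mu-opioid receptor HEK293 stable cells; Measure: B-scored integrated calcium fluorescence ratio; Benchmarks: low control buffer alone, high control maximal DAMGO; Schedule: 45 min room-temperature Fluo4 loading, 110 s read.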
KCNQ1 act: potentiators or activators of human KCNQ1 potassium channel. P51787. CHO-K1 KCNQ1, thallium flux FluxOR fluorescence; active compounds read high. B-score at 10 µM. 310,000 tested, 0.35% active. AID 2648;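 active means fluorescence ratio B-score, a plate-corrected score, at least three library SD, with initial intensity B-score within 5 SD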
Target sequence (P51787 whole entry, looked up): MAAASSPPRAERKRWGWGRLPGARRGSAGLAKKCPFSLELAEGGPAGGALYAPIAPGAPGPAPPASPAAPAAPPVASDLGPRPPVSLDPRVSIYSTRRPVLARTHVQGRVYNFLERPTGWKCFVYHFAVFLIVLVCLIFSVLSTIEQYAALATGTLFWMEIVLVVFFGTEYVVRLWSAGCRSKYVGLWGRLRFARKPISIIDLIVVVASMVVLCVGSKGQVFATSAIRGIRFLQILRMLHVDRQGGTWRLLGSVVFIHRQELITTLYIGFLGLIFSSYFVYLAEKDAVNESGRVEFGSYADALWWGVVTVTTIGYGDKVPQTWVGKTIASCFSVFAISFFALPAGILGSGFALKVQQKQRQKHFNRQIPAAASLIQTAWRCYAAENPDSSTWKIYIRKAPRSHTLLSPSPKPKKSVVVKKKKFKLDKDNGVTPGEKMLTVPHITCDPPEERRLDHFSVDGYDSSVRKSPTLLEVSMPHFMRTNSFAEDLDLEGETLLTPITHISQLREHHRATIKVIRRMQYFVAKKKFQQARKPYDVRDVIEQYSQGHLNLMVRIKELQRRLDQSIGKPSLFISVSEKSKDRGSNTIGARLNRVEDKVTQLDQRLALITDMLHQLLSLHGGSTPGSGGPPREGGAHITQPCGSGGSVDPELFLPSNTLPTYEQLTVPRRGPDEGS
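System: Stable KCNQ1 CHO-K1 line | Incubation: 90 min dye loading and 20 min compound exposure, both at room temperature | Measure: Ratio B score | Medium: Assay buffer for compound exposure, DMSO matched across wells | Compound dosing: Single-concentration screen | Probe or stimulus: K+/Tl+ depolarizing stimulus | Measured by: Kinetic FluxOR fluorescence, 10 s baseline plus 110 s post-stimulus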
PolyA inh: blocks polyadenylation in yeast reporter cells; calls only at 12 µM; S. cerevisiae SKY197-pL101 polyadenylation reporter, beta-gal luminescence; efflux-impaired pdr1/pdr3 knockout yeast; score 100 = 6 SD above DMSO; AID 1875; 300,000 tested, 0.02% active;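 active means lowest replicate activity score at least 50, where 100 means six control SD above control mean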;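 further: yeast exposed to compound for 9 h at 30 °C; higher score means more reporter readthrough which indicates perturbed polyadenylation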
Platelet DG rel: platelet dense granule release activity; human platelet-rich plasma, SFLLRN dense granule ATP release, luminescence; inhibition, %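 (compounds screened at 7.5 µM in platelet-rich plasma)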; 300,000 tested, 0.22% active;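 active means mean replicate score, as percent of positive control, at or above 50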
KCNQ1 inh: blocks the human KCNQ1 potassium channel. P51787. CHO-K1 KCNQ1, FluxOR thallium flux fluorescence; active compounds read high. B-score at 10 µM. 310,000 tested, 1.3% active. AID 2642;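 active means compounds whose thallium flux B-score, printed positive for inhibition, exceeds three library SD while starting fluorescence stays within three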;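 further: channel opened by potassium depolarization with thallium stimulus after 20 min compound exposure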
TRPC4 inh: inhibitors of mouse TRPC4 channel; HEK293 TRPC4beta/mu-opioid, DAMGO-evoked Fluo4 calcium flux; active compounds read low; B-score at 10 µM; 300,000 tested, 0.39% active;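 active means B-score over 3 SD under the library average, no early fluorescence shift, positive overall ratio signal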
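Test system – stable TRPC4beta/mu-opioid receptor HEK293 cells · Probe or stimulus – DAMGO, a submaximal dose followed by a maximal one · Dosing – one concentration per compound · Signal – Fluo4 calcium fluorescence by kinetic imaging, 5 s 1 Hz baseline · Evaluation – per-well B score of integrated baseline-normalized Fluo4 ratio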
hERG rescue: shields human hERG channel from block by proarrhythmic agents | Q12809 | CHO-hERG, FluxOR thallium flux, dofetilide IC70 present | activation (rescue from dofetilide block), less the hit threshold, % at 10 µM | 310,000 tested, 0.51% active;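 active means activation above the mean of controls blocked by dofetilide plus 5 SD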;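 further: thallium influx through hERG after potassium depolarization seen as dye fluorescence rise; in these data hits start at about 4.7%; inactives centre near -7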
* marks the source's active call; other numbers are inactive results; i = inactive; / = not tested or not shown. Not all compounds are listed. The share of hits here may be higher or lower than overall.

SMILES	KCNK3 block	KCNK9 inh	DYRK1A inh	TRPC4 PAM	TRPC4 act	KCNQ1 act	PolyA inh	Platelet DG rel	KCNQ1 inh	TRPC4 inh	hERG rescue
Cc1cc(C)c(S(=O)(=O)N(C)CC(=O)NCCN2CCOCC2)c(C)c1	i	i	-2	i	i	i	i	-9	i	i	-9
COc1ccc2c(c1)CCC1C2=NN(/C(C)=C/C(C)=O)C1c1cccc(F)c1 (configuration not stated)	i	i	/	i	i	i	i	1	i	i	-5
CC(/C=N/NC(=O)c1ccccc1F)=C\c1ccccc1	i	i	5	i	i	i	i	13	i	i	-6
O=c1nc(SCc2ccc(Cl)cc2)nc(-c2ccccc2)[nH]1	i	i	-5	i	i	i	i	-8	i	i	-8
CC(C)C[C@H](NC(=O)[C@@H]1Cc2c([nH]c3ccccc23)C2c3ccccc3C(=O)N21)C(=O)N1CCC[C@@H]1C(=O)O (some centres not stated)	i	i	-2	i	i	i	i	-1	i	i	-3
Cc1nnc(NC(=O)CC(NC(=O)C(F)(F)F)c2ccccc2)s1 (configuration not stated)	i	i	3	i	i	i	i	9	i	i	-3
COCCN(C(=O)CCC(=O)Nc1ccccn1)C(C(=O)NCCC(C)C)c1ccc(F)cc1 (configuration not stated)	i	i	3	i	i	i	i	2	i	i	-7
CCCCOC(=O)Nc1sc2c(c1C(=O)OC)CCC2	i	i	-7	i	i	i	i	-8	i	i	0
CCNC(=S)N(CCc1c(C)[nH]c2ccc(C)cc12)Cc1cc(OC)c(OC)c(OC)c1	i	i	-1	i	i	i	i	-15	i	i	-5
CCCCS(=O)(=O)N1CCCC(C(=O)Nc2ccc3c(c2)CCC3)C1 (configuration not stated)	i	i	-6	i	i	i	i	-26	i	i	-8
Cc1nn(C)c(N)c1-c1ccccc1	i	i	-3	i	i	i	i	-7	i	i	-18
CC(=O)Nc1ccccc1-c1nc2cc(C#N)c(C#N)cc2[nH]c1=O	i	i	-1	i	i	i	i	-1	i	i	-4
OCCC1CN(Cc2nc3ccccc3s2)CCN1C1CCCC1 (configuration not stated)	i	i	11	i	i	i	i	-1	i	i	-1
COc1cccc(CN(C)CC(=O)Nc2ccccc2C(=O)Nc2ccccc2)c1OC	i	i	0	i	i	i	i	3	i	i	-7
CN(CC(=O)Nc1ccc(Cl)cc1)C(=O)c1cccc(S(=O)(=O)N(C)C)c1	i	i	-1	i	i	i	i	-12	i	i	-6
O=C(COC(=O)C1=COCCO1)Nc1ccc2c(c1)OCO2	i	i	-3	i	i	i	i	-4	i	i	-11
Cc1ccsc1CCNC(=O)C1CCC(=O)N(CCc2cccc(F)c2)C1 (configuration not stated)	i	i	7	i	i	i	i	4	i	i	-9
CCN(CC)S(=O)(=O)c1ccc2c(c1)[nH]c(=S)n2CC	i	i	-1	i	i	i	i	2	i	i	-6
COC(=O)C1=C(C)NC(=S)NC1c1ccc(-c2ccccc2C(=O)OC)o1 (configuration not stated)	i	i	-2	i	i	i	i	7	i	i	-11
O=C(N/N=C/c1cc(Br)c(O)c(Br)c1)C1CC1	i	i	-3	i	i	i	i	-7	i	i	-14
ClCC1=Nc2cccc3cccc(c23)N1	/	i	/	i	i	i	i	-3	i	i	-15
CCOCCCn1c(-c2ccc(Cl)cc2)n[nH]c1=S	i	i	2	i	i	i	i	0	i	i	-16
CCN1CCN(C(=O)c2ccc(CS(=O)(=O)Cc3ccccc3C)o2)CC1	i	i	-4	i	i	i	i	-1	i	i	-6
CC(C)c1ccc2nc(SCC(=O)NCC3CCCO3)c(C#N)cc2c1 (configuration not stated)	i	i	-6	i	i	i	/	6	i	i	-4
CCCCOc1ccc(NC(=O)[C@@H]2CCCN2C(=O)C2CCN(S(=O)(=O)c3ccc(C)cc3)CC2)cc1	i	i	-1	i	i	i	i	-30	i	i	-5
Cc1c(Cl)cccc1NC(=O)NCc1ccccn1	i	i	0	i	i	i	i	25	i	i	1
O=C(NCc1ccncc1)C(=O)Nc1ccc2c(c1)OCO2	i	i	3	i	i	i	i	-10	i	i	-7
Cc1ccc(Cl)c2c1NC(=O)C2(O)CC(=O)c1ccc(F)cc1 (configuration not stated)	i	i	5	i	i	i	i	28	i	i	-9
COC(=O)N[C@H](c1ccccc1)[C@@]1(C)C[C@@H]1[C@@H](C)C(=O)Nc1ccc2ccccc2c1	i	i	7	i	i	i	/	2	i	i	-13
CCCOc1ccccc1C1NC(=O)NC(C)=C1C(=O)OCCOC (configuration not stated)	i	i	-2	i	i	i	i	-1	i	i	-7
O=[N+]([O-])c1ccccc1S(=O)(=O)Oc1ccccc1/C=N/n1cnnc1	i	i	-6	i	i	i	i	-5	i	i	-13
Cc1ccc(CN2CCN(Cc3cnc(N(C)C)s3)CC2CCO)o1 (configuration not stated)	i	i	16	i	i	i	i	-3	i	i	-1
O=C(O)C1CC=CCC1C(=O)N1CCc2ccccc21 (configuration not stated)	i	i	16	i	i	i	i	5	i	i	-6
COc1ccc(CNC(=O)CS(=O)CC(=O)O)cc1OC (configuration not stated)	i	i	5	i	i	i	i	-1	i	i	-2
CCOC(=O)N1CCC(NC(=O)c2ccc3snnc3c2)CC1	i	i	5	i	i	i	i	-5	i	i	-12
Cc1cccc(-c2noc(CN(C)C(=O)c3ccc4c(c3)OCO4)n2)c1	i	i	-5	i	i	i	i	8	i	i	-11
O=C(O)c1cccc(N2C(=O)c3cccc4cccc(c34)C2=O)c1	i	i	-5	i	i	i	i	-5	i	i	-4
CSc1ccc(CN(C)CC(=O)Nc2ccc(C)cc2Br)cc1	i	i	2	i	i	i	i	3	i	i	-7
O=C(NC(=S)Nc1ccccc1N1CCCCC1)c1ccc(F)cc1Cl	i	i	-10	i	i	10*	i	1	i	i	0
CC(=O)c1cccc(-n2c(CCC(=O)O)ccc2-c2ccccc2)c1	i	i	0	i	i	i	i	25	i	i	-3
CCc1cccc(OCC(=O)Nc2ccc(C)c(S(=O)(=O)N3CCCCCC3)c2)c1	i	i	2	i	i	i	i	-5	10*	i	-6
COc1cc(OC)c(N(C)S(=O)(=O)c2cccc(C(=O)NC3=NCCS3)c2)cc1Cl	i	i	13	i	i	i	i	20	i	i	-15
Cc1cc(Cl)ccc1OCCCC(=O)N/N=C/c1cccc([N+](=O)[O-])c1	i	i	-7	i	i	i	i	-7	i	i	-7
COc1cnc(SCCC(F)=C(F)F)[nH]c1=O	i	i	0	i	i	i	i	4	i	i	-1
Cc1cccc2c(N=O)c(O)n(CCc3ccccc3)c12	i	i	-1	i	i	i	i	0	i	i	-4
CC(C)c1ccc(NC2CCCN(C(=O)c3cnn(C(C)C)c3)C2)cc1 (configuration not stated)	i	i	2	i	i	i	i	1	i	i	-13
Cc1cccc(N2CCN(C(=O)c3ccccc3NC(=O)C3=CSCCO3)CC2C)c1 (configuration not stated)	i	i	-3	i	i	i	i	7	i	i	-18
COc1ccc(Cn2c(C)c(C)c(C#N)c2NC(=O)Nc2cccc(C)c2)cc1	i	i	-1	i	i	i	i	-1	i	i	-10
Cc1ccccc1OCC(=O)NN1CCN(C)CC1	i	i	-2	i	i	i	i	-7	i	i	-8
CCCOC(=O)c1ccc(O)c(OC)c1	i	i	-5	i	i	i	i	15	i	i	-6
COc1cc(C)nc(Oc2ccc(OCCOc3ccccc3)nn2)n1	i	i	5	i	i	i	i	-2	i	i	-5
CC(=O)Oc1ccc(/C=C2/C(=O)N(c3ccccc3)N=C2C)cc1	i	i	-4	i	i	i	i	-1	i	i	-7
COC(=O)c1ccc(/C=N\NC(=O)CC(=O)NCCc2ccccc2)cc1	i	i	0	i	i	i	i	5	i	i	-2
COc1cc(/C=C/c2nc3ccccc3c(=O)[nH]2)cc(Cl)c1O	i	i	0	i	i	i	i	9	i	i	-11
Cc1ccccc1-n1c(-c2csc(C)c2C)n[nH]c1=S	i	i	-4	i	i	i	i	2	i	i	-11
c1ccc(-n2ncc3c(NCC4CCCO4)ncnc32)cc1 (configuration not stated)	i	i	7	i	i	i	i	-21	i	i	-8
CSCCC(NC(=O)C12CC3CC(CC(C3)C1)C2)C(=O)OCC(=O)c1ccc(C)cc1 (configuration not stated)	i	i	-3	i	i	i	i	-3	i	i	-7
COc1ccc(/C=C/C(=O)OCC(=O)Nc2ccc(S(N)(=O)=O)cc2)cc1OC	i	i	7	i	i	i	i	2	i	i	-15
CC(=O)Nc1cc(NC(C)=O)c(CC(C)C)s1	i	i	19	i	i	i	i	/	i	i	-6
Cc1cccc(N2CCN(c3ccc(C(N)=O)cc3[N+](=O)[O-])CC2)c1C	i	i	-5	i	i	i	i	1	i	i	-8

Overlap with the part before: 3 compounds, then new ones.
SMILES	KCNK3 block	KCNK9 inh	DYRK1A inh	TRPC4 PAM	TRPC4 act	KCNQ1 act	PolyA inh	Platelet DG rel	KCNQ1 inh	TRPC4 inh	hERG rescue
COc1ccc(/C=C/C(=O)OCC(=O)Nc2ccc(S(N)(=O)=O)cc2)cc1OC	i	i	7	i	i	i	i	2	i	i	-15
CC(=O)Nc1cc(NC(C)=O)c(CC(C)C)s1	i	i	19	i	i	i	i	/	i	i	-6
Cc1cccc(N2CCN(c3ccc(C(N)=O)cc3[N+](=O)[O-])CC2)c1C	i	i	-5	i	i	i	i	1	i	i	-8
O=C(CN1C(=O)c2ccccc2C1=O)Nc1nc(-c2cccc([N+](=O)[O-])c2)cs1	/	i	/	i	i	i	i	2	i	i	-9
Cc1cc(C)c(NC(=O)CS(=O)CC(=O)Nc2ccc(N3CCOCC3)cc2)c(C)c1 (configuration not stated)	i	i	-1	i	i	i	i	1	i	i	-6
CCOC(=O)Nc1sc(C)nc1-c1ccccc1	i	i	-9	i	i	i	i	12	i	i	-4
COc1ccc(NC(=O)CCOc2ccccc2)cc1	i	i	-3	i	i	i	i	9	i	i	-10
Cc1[nH]c2ccccc2c1/C=N/NC(=O)c1cc(-c2ccccc2)n[nH]1	i	i	6	i	i	i	i	-1	i	i	-18
